Tau fil binding = binders of human tau filaments; AID 596; P10636; 2% of 71,000 active; Potency, µM (highest dose often 57.1 µM), without a hit: at the highest dose activity change, negative = inhibition; recombinant tau filaments, thioflavin S fluorescence, 15 h; filaments grown with octadecylsulfate alongside compound;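 also: potency is read from the fitted curve at half-maximal effect; % is scaled to controls: 0 for no effect and ±100 for the full control effect; actives lower thioflavin S fluorescence by blocking filaments or displacing dye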
Target sequence (P10636 whole entry, looked up): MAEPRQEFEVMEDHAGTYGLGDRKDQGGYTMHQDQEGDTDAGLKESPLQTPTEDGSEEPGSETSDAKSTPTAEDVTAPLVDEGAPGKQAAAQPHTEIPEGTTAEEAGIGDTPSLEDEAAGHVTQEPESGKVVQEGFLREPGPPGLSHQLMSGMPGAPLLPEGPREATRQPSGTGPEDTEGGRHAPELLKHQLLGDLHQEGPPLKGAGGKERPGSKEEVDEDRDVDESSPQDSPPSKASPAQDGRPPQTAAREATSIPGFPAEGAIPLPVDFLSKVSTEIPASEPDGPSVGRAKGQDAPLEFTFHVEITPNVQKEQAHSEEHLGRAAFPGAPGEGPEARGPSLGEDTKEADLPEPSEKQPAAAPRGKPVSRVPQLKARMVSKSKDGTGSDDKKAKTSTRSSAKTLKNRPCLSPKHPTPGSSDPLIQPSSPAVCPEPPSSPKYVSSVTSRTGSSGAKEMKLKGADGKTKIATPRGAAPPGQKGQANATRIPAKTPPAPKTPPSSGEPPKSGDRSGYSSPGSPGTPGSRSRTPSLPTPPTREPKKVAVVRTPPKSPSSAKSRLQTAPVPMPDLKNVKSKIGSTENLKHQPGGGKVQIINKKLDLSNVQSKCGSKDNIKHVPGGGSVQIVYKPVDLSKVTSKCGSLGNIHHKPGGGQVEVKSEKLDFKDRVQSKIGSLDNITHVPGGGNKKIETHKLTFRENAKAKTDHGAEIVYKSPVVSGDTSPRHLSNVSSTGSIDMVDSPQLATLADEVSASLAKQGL
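Assay mix: 1 uM His-tagged tau, 30 uM sodium octadecylsulfate, thioflavine S dye in HEPES/NaCl/DTT buffer. Compound is added prior to the inducer. Fluorescence after 15 h at 37 C.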
4MU fluor = compound fluoresces in the 4-MU spectral region; compound autofluorescence, 340/450 nm, 4-MU equivalents; hits give high values; max dye-equivalent concentration, M; 11% of 59,000 active; AID 589; in the data active = max dye-equivalent concentration above about 10 nM; inconclusive = mostly about 1.1 nM to 9.6 nM
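Intrinsic fluorescence at 340/450 nm (ex/em) was read after 15 min at room temperature in pH 8.0, 100 mM Tris. Each compound concentration expressed as 4-MU-equivalent concentration from a six-point 4-MU standard series on each plate.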
Texas Red fluor = Texas Red region autofluorescence | AID 587 | max dye-equivalent concentration, M | 0.06% of 59,000 active | Compound fluorescence, Texas Red channel, 547/618 nm; hits give high values; in the data active = max dye-equivalent concentration above about 10 nM; inconclusive = between about 1.1 nM and that limit
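Texas Red-region profiling: compounds in 100 mM Tris pH 8.0 were read at 547/618 nm after 15 min at room temperature. Intensities were normalized against a six-point Texas Red standard series to give dye-equivalent concentration.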
Rhodamine fluor = compound fluoresces in the rhodamine spectral region; 0.05% of 59,000 active; Rhodamine-region fluorescence, 547/598 nm, Tris buffer; hits give high values; max dye-equivalent concentration, M; in the data active = max dye-equivalent concentration above about 11 nM; inconclusive = between about 1.1 nM and that limit
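qHTS spectral profiling of compounds without any target or enzyme present, in pH 8.0 Tris buffer; plates were read after a 15-minute room-temperature incubation using the rhodamine-region filter set.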
HEK293 cAMP ctrl = counter-screen for TSHR agonists: cAMP increase in parental HEK293. 2.5% of 73,000 active. parental HEK293 CNG cAMP sensor, membrane potential fluorescence. Potency, µM (series often up to 57.1 µM), for the others: at the top dose activation, usual class: activators. AID 938; also: potency is read from the fitted curve at half-maximal effect; % of control where 0% means no effect; nearly all actives have a fitted effect of over 55% in size
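Counterscreen for endogenous-receptor signalling: CNG-channel HEK 293 cells report cAMP rise by membrane depolarization. After 60 min dye equilibration with 100 uM RO 20-1724, compounds incubated 30 min before bottom-read fluorescence at 590 nm.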
Casp7 inh = blocks human caspase-7 allosterically or competitively; 0.02% of 75,000 active; recombinant caspase-7, Ac-DEVD-AFC fluorescence rate; P55210; Potency, µM (series often up to 57.5 µM), for the others: at the highest dose activity change, negative = inhibition, hits mostly inhibitors; active = well fitted inhibition curve with a large enough effect in the main read-out, with a control signal flat, not every such curve was filed as active; inconclusive = small, poorly fitted or top-dose-only effect, or a change in a side signal; also: potency is read from the fitted curve at half-maximal effect; % of control where 0% means no effect
Casp1 inh = caspase-1 (human) inhibition, allosteric or competitive. P29466. Caspase-1 enzyme, Ac-WEHD-AFC fluorogenic rate. Potency, µM (highest dose often 57.5 µM), for the others: at the highest dose activity change, negative = inhibition, usual class: inhibitors. 0.03% of 75,000 active;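 also: potency is read from the fitted curve at half-maximal effect; plate controls were vehicle for no effect and no substrate for full effect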
Target sequence (P29466 120-297 limits assumed): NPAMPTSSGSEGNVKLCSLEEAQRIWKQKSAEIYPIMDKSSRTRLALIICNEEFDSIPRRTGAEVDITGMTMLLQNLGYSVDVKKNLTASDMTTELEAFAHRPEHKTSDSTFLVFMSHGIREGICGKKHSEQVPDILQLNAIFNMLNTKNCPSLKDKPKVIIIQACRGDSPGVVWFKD
Target sequence (P29466 317-404 limits assumed): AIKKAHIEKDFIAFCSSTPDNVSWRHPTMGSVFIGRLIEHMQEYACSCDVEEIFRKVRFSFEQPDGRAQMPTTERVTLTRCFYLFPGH
ERK AVP block = vasopressin-driven ERK pathway inhibition; Potency, µM (top dose mostly 57.5 µM), for inactives: at the top dose activity, negative = inhibition, actives largely listed as inhibitors; HEK293-V1b, vasopressin-stimulated pERK AlphaScreen; AID 995; 0.99% of 72,000 active; also: potency is read from the fitted curve at half-maximal effect; % is scaled to controls: 0 for no effect and ±100 for the full control effect; nearly all actives have a fitted effect of over 55% in size
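Phosphorylated ERK1/2 detected via AlphaScreen bead proximity in lysates of V1b-expressing HEK293 cells given 25 nM vasopressin for 5 min after 30 min compound exposure (37 °C). AC50 from Hill equation; basal DMSO 0%, vasopressin 100%.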
Fluorescein fluor = compound autofluorescence in fluorescein spectral region. AID 593. 0.91% of 59,000 active. max fluorescein-equivalent concentration, M. Compound autofluorescence, 480/540 nm, fluorescein-equivalent; hits give high values; in the data active = max fluorescein-equivalent concentration above about 10 nM; inconclusive = between about 1.1 nM and that limit
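Spectral profiling of library compounds in the fluorescein window (480 nm excitation, 540 nm emission) after 15 min at room temperature in pH 8.0 Tris (100 mM). Values are dye-equivalent concentrations.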
FLuc inh = firefly luciferase inhibition. AID 411. P08659. Potency, µM (top dose mostly 57.1 µM), without a hit: top-dose activity change, negative = inhibition, hits mostly inhibitors. 2.2% of 72,000 active. purified firefly luciferase, luminescence, 8 min; also: potency is read from the fitted curve at half-maximal effect; % is scaled to controls: 0 for no effect and ±100 for the full control effect; nearly all actives have a fitted effect of over 40% in size
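Here, luciferase activity is measured as luminescence following an 8 min room-temperature reaction at 10 uM ATP, pH 7.2. Every library sample is titrated.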
A350 fluor = compound fluoresces in the Alexa 350 spectral region | 11% of 59,000 active | Compound autofluorescence, 340/450 nm, Alexa 350 dye-equivalents; hits give high values | AID 590 | max dye-equivalent concentration, M; in the data active = max dye-equivalent concentration above about 10 nM; inconclusive = mostly about 1.1 nM to 9.6 nM
An asterisk follows results filed as active; i = inactive; u = inconclusive; x = no result given; [ ] = another dose, or the depositor's remark. Unless noted, calls follow the shape of the dose curve; as a rule, active = well fitted curve in the direction sought with a large enough effect; inconclusive = small, poorly fitted or top-dose-only effect, or another doubt; inactive = no such curve, though single readings can be large; an effect the other way counts as inactive or inconclusive. The list is partial; rates above refer to the full screens.

SMILES	Tau fil binding	4MU fluor	Texas Red fluor	Rhodamine fluor	HEK293 cAMP ctrl	Casp7 inh	Casp1 inh	ERK AVP block	Fluorescein fluor	FLuc inh	A350 fluor
C=CCc1cc(/C=N/n2cnnc2)cc(OCC)c1O	-5.1%	x	x	x	-0.8%	-2.8%	-3.9%	-11.4%	x	-13.8%	x
O=C(O)CC(C(=O)O)c1cn(Cc2ccccc2)c2ccccc12 (stereo not given)	1.7%	i	i	i	7.5%	-1.0%	-0.1%	-26.8%	u	-38.6%	i
COc1ccc(-n2nnnc2SCC(N)=O)cc1	-4.7%	i	i	i	4.6%	6.0%	-0.8%	-13.6%	i	-1.1%	i
COc1ccc(S(=O)(=O)NCCSCc2cccs2)cc1	2.4%	i	u	i	u	-16.8%	-8.2%	12.3%	i	-5.5%	i
O=C(O)[C@@H](Cc1c[nH]c2ccccc12)C(=O)NO	-0.6%[11.4 µM]	i	i	i	-3.1%[11.4 µM]	0.0%[11.5 µM]	2.5%[11.5 µM]	5.5%[11.5 µM]	i	2.2%[11.4 µM]	i
O=C1c2ccccc2-c2ncnc3cccc1c23	-9.5%	i	i	i	2.2%	1.0%	0.5%	-29.1%	u	0.0%	i
Nc1nc2ccccc2[nH]1	-14.3%	x	x	x	4.7%	0.2%	0.1%	4.7%	x	x	x
O=C(c1ccc2nc(N3CCCCC3)sc2c1)N1CCN(Cc2ccc3c(c2)OCO3)CC1	120.6%	x	x	x	11.9%	-8.2%	-5.9%	-5.3%	x	-1.8%	x
CCC(C)NS(=O)(=O)c1ccc(OCC(=O)NCc2ccc3c(c2)OCO3)cc1 (stereo not given)	-0.7%	i	u	i	1.7%	0.3%	1.2%	-3.0%	u	-1.9%	i
COc1ccc(C(=O)NCc2cn3cccc(C)c3n2)cc1OC	1.4%	x	x	x	7.7%	-1.1%	1.5%	x	x	-0.3%	x
O=C(O)CC(Cn1cnnn1)c1ccccc1 (stereo not given)	-14.4%	x	x	x	12.5%	2.3%	-0.2%	x	x	1.4%	x
C=CCN(C(=O)Cn1c(C(=O)OC)cc2oc(C)cc21)c1ccccc1	-10.0%	i	i	i	18.8%	-0.9%	-1.6%	-8.9%	i	4.2%	i
Cc1ccc(-n2c(SCC(=O)NC3CCCCC3)nc3c(c2=O)SCC3)cc1	-22.2%	x	x	x	-2.2%	-1.3%	1.9%	x	x	1.3%	x
CC(=O)Nc1cccc(NC(=O)C2CCCN2C(=O)Nc2cccc(F)c2)c1 (stereo not given)	-20.9%	1.1e-08M*	u	i	7.9%	3.4%	2.3%	3.1%	i	0.2%	1.13e-08M*
O=C1CC(N2CCN(c3ccc(S(=O)(=O)N4CCCC4)cc3)CC2)C(=O)N1c1ccc(F)cc1 (stereo not given)	-1.7%	i	i	i	3.2%	-2.9%	-0.2%	-27.9%	u	2.7%	i
CCN(CC)CCOC(=O)c1cccc(OC)c1	9.2%	i	u	i	11.0%	-5.7%	-0.5%	-6.7%	i	0.4%	i
O=c1[nH]c(=O)n(C2CCCO2)cc1Br (stereo not given)	-12.6%	i	i	i	-1.1%	0.1%	0.3%	-7.6%	u	2.2%	i
Cc1cccc(CNc2ncncc2-c2cccnc2)c1	-0.3%	i	i	i	3.3%	-6.2%	-4.9%	23.5%	i	-1.5%[2.29 µM]	i
CC/C(=C(\c1ccccc1)c1ccc(OCCN(C)C)cc1)c1ccc(O)cc1	-9.7%	x	x	x	23.7%	-1.2%	-6.6%	29.1%	x	x	x
O=C(c1ccncc1)c1nccn1-c1ccccn1	-4.9%	i	i	i	u	-1.3%	-3.4%	u	i	2.9%	i
CCN(CC)C(=O)CSc1nnc(CCN)o1	-7.9%	i	i	i	0.0%	-0.2%	-1.3%	6.0%	u	2.1%	i
O=C(NCc1ccco1)C(C(=O)c1ccc(F)cc1)n1ccccc1=O (stereo not given)	-14.9%	i	u	i	-2.4%	-0.8%	0.9%	-4.9%	i	1.3%	i
O=C1C2C3C=CC(C3)C2C(=O)N1c1ccncc1 (stereo not given)	-8.1%	i	u	i	-0.8%	-0.5%	0.3%	-4.4%	u	-2.9%	i
COc1cc(C(=O)NCCC(=O)NCCN2CCOCC2)cc(OC)c1OC	0.3%	i	i	i	-0.3%	-1.2%	-1.6%	-12.2%	i	0.4%	i
Cc1ccc(C(C(=O)NC2CCCCC2)N(C(=O)c2csnn2)C2CCCC2)o1 (stereo not given)	-6.0%	i	i	i	u	-1.0%	0.9%	-5.4%	u	0.4%	u

The last 2 records of the section above lead into the next.
SMILES	Tau fil binding	4MU fluor	Texas Red fluor	Rhodamine fluor	HEK293 cAMP ctrl	Casp7 inh	Casp1 inh	ERK AVP block	Fluorescein fluor	FLuc inh	A350 fluor
COc1cc(C(=O)NCCC(=O)NCCN2CCOCC2)cc(OC)c1OC	0.3%	i	i	i	-0.3%	-1.2%	-1.6%	-12.2%	i	0.4%	i
Cc1ccc(C(C(=O)NC2CCCCC2)N(C(=O)c2csnn2)C2CCCC2)o1 (stereo not given)	-6.0%	i	i	i	u	-1.0%	0.9%	-5.4%	u	0.4%	u
O=C(OCC(O)C(O)COC(=O)c1ccccc1)c1ccccc1 (stereo not given)	-2.5%	u	i	i	12.0%	0.3%	-0.8%	-20.1%	i	3.0%	u
CCOc1cccc(OCCCNCCCOC)c1	-3.0%	x	x	x	4.6%	-0.8%	-0.6%	32.6%[activator]	x	1.8%	x
COc1cc(C2NC(=O)NC(C)=C2C(=O)OC(C)(C)C)ccc1OCC(N)=O (stereo not given)	4.7%	i	i	i	0.7%	-3.1%	-2.2%	-14.5%	i	0.3%	i
CCOc1ccc(C2C(C#N)=C(N)Oc3cc(C)n(Cc4ccco4)c(=O)c32)cc1OC (stereo not given)	i	i	i	i	18.7%	-0.2%	-1.3%	-22.7%	u	4.8%	i
Cc1cc(C)c2cc3c(ccn3C3OC[C@H](O)[C@H](O)[C@H]3O)cc2n1 (stereo not given in full)	-4.3%	i	u	i	16.4%	-1.7%	-3.1%	11.5%	u	0.6%	i
Nc1ccc(O)cc1C(=O)OCC(=O)C12CC3CC(CC(C3)C1)C2	-26.8%	3.63e-08M*	i	i	-12.6%	-11.3%	-4.8%	-2.4%	i	-14.7%	3.57e-08M*
c1nnc(NC2=NCCCCC2)s1	13.4%	i	u	i	-1.1%	-2.7%	-1.6%	-6.3%	i	-38.8%	i
Cc1ccc(F)cc1NC(=O)C1CCN(c2cnccn2)CC1	7.0%	3.37e-08M*	i	i	4.8%	0.7%	-9.1%	-11.7%	i	1.2%	1.9e-08M*
COC(=O)CCCCCNc1ccc(C(=O)OC)cc1N	u	i	i	i	-5.7%	-2.8%	-2.9%	-9.3%	i	-27.6%	i
COCCCNCCOc1cc(C(C)C)ccc1C	u	i	i	i	12.9%	-0.1%	-2.6%	5.0%	i	3.7%	u
COc1cccc(Nc2cc(C)nc3ccccc23)c1	-29.0%	i	u	i	u	2.5%	-0.1%	3.5%	i	1.5%	i
CC(=O)Oc1ccc(-c2ccc(C(=O)O)cc2)cc1	0.3%	x	x	x	-1.8%	0.5%	-0.1%	-20.7%	x	-2.5%	x
Cc1ccc(Cl)cc1N1CCN(C(=O)c2cc3c(=O)n(C)c4ccccc4c3n2C)CC1	84.5%	x	x	x	8.7%	-1.3%	-2.4%	u	x	1.3%	x
COc1ccccc1/C=c1\sc2nc(-c3ccncc3)nn2c1=O	-8.5%	u	i	i	0.3%	1.1%	0.6%	22.1%	1.49e-08M*	-18.3%	u
Cc1ccc(S(=O)(=O)/N=C(\CN2CCCCC2)N2CCOCC2)cc1	-8.3%[11.4 µM]	x	x	x	1.5%[11.4 µM]	-0.8%	-0.1%	3.6%	x	1.3%	x
Clc1c(CSc2nc3ccccc3o2)nc2ccccn12	25.2%	i	i	i	u	-4.1%	-3.7%	-6.3%	i	u	i
O=c1c2ccccc2oc2ncccc12	-5.6%	i	i	i	-0.8%	-0.4%	0.8%	-20.0%	u	-5.7%	u
Cc1nn(CC(=O)Nc2ccccc2)c(=O)c2ccccc12	5.1%	i	i	i	6.2%	0.9%	1.1%	1.2%	u	-0.4%	u
CNC(=O)NC(=O)CSc1ccc(NC(C)=O)cc1	-20.8%	i	i	i	-1.2%	1.4%	1.0%	-6.3%	u	0.3%	i
C1CCCC1	-1.4%	x	x	x	7.4%	0.8%	-3.9%	16.9%	x	x	x
[O-][N+]12CC[N+]([O-])(CC1)c1ccccc12	-3.2%	i	i	i	0.9%	-0.8%	2.9%	21.4%	i	4.0%	i
CN(C)S(=O)(=O)c1ccc(C(=O)OCC(=O)c2ccc(OC(F)F)cc2OC(F)F)cc1	-15.8%	i	u	i	4.8%	-2.3%	-3.9%	-13.3%	u	0.5%	i
Cc1ccc2cc(CN(CC(C)C)C(=O)C3CCCO3)c(=O)[nH]c2c1 (stereo not given)	-19.2%	i	u	i	9.3%	-1.4%	0.3%	8.5%	u	0.2%	i
Cn1nc(-c2ccc(Cl)cc2)c2cc(C(=O)NCCCN3CCOCC3)sc21	24.6%	x	x	x	5.9%	-1.2%	-3.6%	-6.9%	x	0.8%	x
CC(C)(C)CC(C)(C)c1cc(O)c(O)c(CN2CCCCC2)c1	u	i	i	i	2.3%[11.4 µM]	-0.6%[11.5 µM]	1.0%[11.5 µM]	-18.1%[11.5 µM]	u	-2.0%[11.4 µM]	i
